MazF activator: activators of E. coli MazEF toxin-antitoxin RNase, primary screen, biochemical, fluorescence, uHTS; 350,000 tested, 0.32% active; FAM/BHQ RNA-DNA oligo cleavage fluorescence, 5 h; Endoribonuclease toxin MazF (Escherichia coli (strain K12)), P0AE70; activation, % at 20 µM; in the data active = activation above about 50%
3CLpro inhibitor: SARS-CoV 3CLpro protease inhibitors, primary screen, biochemical, quenched FRET. Replicase polyprotein 1ab (Severe acute respiratory syndrome coronavirus), P0C6X7. recombinant SARS-CoV 3CLpro, quenched FRET peptide cleavage. inhibition, % at 6 µM. 290,000 tested, 0.14% active. AID 1706, 2009; in the data active = inhibition above about 12%
DUSP3 inh: VHR1 phosphatase inhibitors, primary screen, biochemical, absorbance, uHTS; Dual specificity protein phosphatase 3 (Homo sapiens), P51452; recombinant VHR phosphatase, pNPP absorbance; inhibition, % at 13.3 µM; 290,000 tested, 0.52% active; in the data active = inhibition above about 50%; also: some compounds called inactive have numbers as strong as hits
Y pestis TopoI: Yersinia pestis topoisomerase I inhibitors, primary screen, biochemical, cleavage product accumulation, plate reader, single point; Y. pestis Topo-I cleavage product accumulation; activity, % at 10 µM; 360,000 tested, 0.064% active; AID 504884, 2011; in the data active = activity above about 50%, passing the limit was not always enough; also: inactives centre near 2
CCHFV vOTU inh: CCHFV vOTU protease inhibitors, primary screen, biochemical, Pep-AMC substrate, fluorescence; inhibition, % at 11.5 µM; 370,000 tested, 0.55% active; AID 651958, 2012; in the data active = inhibition above about 30%; also: 0% = vehicle wells with enzyme and 100% = no enzyme wells
Vc quorum ag: inducers of Vibrio cholerae quorum light production without autoinducers, primary screen, BH1578 luxS cqsA deficient, single point | V. cholerae BH1578 lux reporter, luminescence, 6 h | activation, % at 18.7 µM | 350,000 tested, 0.16% active | AID 588436, 2011; in the data active = activation mostly above about 9.7%, no sharp cut-off; also: not every result past the cut was called active; inactives centre near 0; reference of the scale not given here
TcdB GH inh: TcdB glycohydrolase inhibitors, primary screen, biochemical, single point, plate reader | Toxin B (Clostridioides difficile), P18177 | TcdB glycohydrolase enzymatic assay | inhibition, % at 9.99 µM | 350,000 tested, 0.24% active | AID 652162, 2013; in the data active = inhibition above about 10%
Rv3671c protease: Rv3671c serine protease inhibitors, primary screen, biochemical, fluorescence polarization, M. tuberculosis H37Rv; P9WHR9; inhibition, % at 5.96 µM; 320,000 tested, 0.048% active; in the data active = inhibition above about 38%;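 also: extracellular domain of Rv3671c used as enzyme; 0% = enzyme with DMSO and 100% = no enzyme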
PrPC TRFRET: inhibitors of human cell surface prion protein PrPC, primary screen, cell-based, TR-FRET; TR-FRET read-out; 370,000 tested, 0.43% active; inhibition, % at 13.8 µM; in the data active = inhibition above about 24%; also: 0% = median of the test wells and 100% = reference compound wells
SSB-PriA inh: inhibitors of Klebsiella pneumoniae PriA binding to SSB C-terminal tail, primary screen, biochemical, AlphaScreen | PriA–SSB C-terminal tail interaction (Klebsiella pneumoniae) | AlphaScreen SSBct-PriA binding, biotinylated peptide | inhibition, % at 33 µM | 430,000 tested, 0.6% active | AID 1272365, 2023; in the data active = inhibition mostly above about 37%, no sharp cut-off; inactive = mostly below about 20%;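 also: plate controls were negative control peptide for no effect and reference peptide for full effect; strong numbers were not always called active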
An asterisk follows results filed as active; i = inactive; . = not tested or not shown.

mol	TcdB GH inh	DUSP3 inh	CCHFV vOTU inh	MazF activator	Rv3671c protease	PrPC TRFRET	3CLpro inhibitor	SSB-PriA inh	Vc quorum ag	Y pestis TopoI
O=C(NCc1ccc2c(c1)OCO2)c1c(Cl)cccc1Cl	-0.1	56*	-5	-10	3	3	1	-18	0.9	0
O=C(CCNC(=O)Cn1ccc2ccccc2c1=O)NCCC1=CCCCC1	0.3	33	-10	1	-2	3	-3	-10	i	11
CC(C)N=C(NC#N)SCc1ccccc1F	1.7	-6	-18	14	1	-1	-5	-7	-0.3	2
CC1CNC(=S)N(c2ccc(F)cc2)C1=O (stereo unspecified)	0.4	.	6	-1	.	-8	.	-9	-0.1	-2
Cc1ccc(C(=O)CSc2nnc(C(C)C)n2C)cc1C	0.7	22	0	2	10	1	0	-2	-0.5	9
Cc1nc2c(C)cccn2c1/C(O)=C1\C(=O)C(=O)N(CCN2CCOCC2)C1c1cccs1 (stereo unspecified)	.	29	5	5	4	-7	-3	.	.	6
N#C/C(=C\c1ccc(-c2ccccc2)o1)C(=O)Nn1cnnc1	.	57*	3	-7	1	-14	3	-4	0.1	-7
COc1ccc(NC(=O)C(NC(C)=O)C(=O)NCc2ccc(F)cc2)cc1 (stereo unspecified)	.	19	6	1	1	-4	-2	-16	i	1
COC(=O)C1=C(c2ccc(S(C)(=O)=O)cc2)C[C@@H]2CC[C@H]1N2C(=O)N1CCC(C)CC1	6.1	.	1	5	2	0	.	5	0.9	11
COc1ccc(C2CC(c3cccs3)=NN2C(=O)COC(=O)c2cc3ccccc3cc2O)cc1OC (stereo unspecified)	1.0	2	-6	-18	-10	-4	3	4	-0.2	8
O=C(NCC(=O)N1CCCCC1)c1sc2ccccc2c1Cl	0.0	.	5	-3	7	-18	.	-5	-1.2	17
Cc1ccccc1-c1noc(CCC(=O)NC2CCCCC2)n1	1.3	25	6	-2	-9	0	0	0	-2.1	-1
CCN1CCN(C(=O)/C(C#N)=C/c2ccc(OC(F)F)cc2)CC1	-2.0	20	4	6	6	-1	-2	-12	-0.3	-4
COC(=O)CCCC1=CC2=C(c3ccccc3)C(=O)C(C)(OC(=O)C3CCCC3)C(=O)C2=CN1C(CO)CO (stereo unspecified)	1.4	4	15	1	-12	-13	.	0	i	1
CCOC(=O)c1sc(C)c2c1NC(c1ccc(Cl)cc1)NC2=O (stereo unspecified)	.	-8	4	-20	2	-1	6	-14	i	6
Cc1csc(NC(=O)CCNS(=O)(=O)c2ccc3c(c2)c(=O)n(C)c(=O)n3C)n1	.	24	-13	-2	-9	0	-6	-17	-0.6	-10
O=C(Nc1nnc([C@@H]2O[C@H](CO)[C@@H](O)[C@H]2O)s1)Nc1cccc2c1CCCC2	-0.1	.	-2	.	.	-2	.	.	-0.3	-7
CCCCNC(=S)N/N=C1\CCCCc2ccccc21	0.4	-7	10	7	-7	5	2	.	-0.3	35
Cc1c(C(=O)N2CCCCC2)sc(NC(=O)C23CC4CC(CC(C4)C2)C3)c1C#N	.	.	8	-3	-2	0	2	-5	2.8	-4
O=C(COc1cccnc1[N+](=O)[O-])NC1CCS(=O)(=O)C1 (stereo unspecified)	.	-7	-2	10	-3	5	-5	-21	-0.3	-8
CC(=O)N/N=C/c1cc(C)n(-c2ccc(Br)cc2)c1C	0.5	-4	8	-3	-5	0	-1	.	-0.6	6
O=C(NCCS(=O)(=O)N1CCN(c2ccc(F)cc2)CC1)C12CC3CC(CC(C3)C1)C2	0.3	.	-14	3	0	0	.	3	-0.6	23
Cc1cc(C)c(NC(=O)C2=COCCO2)c(C)c1	0.4	.	-7	3	0	2	.	5	-1.2	-12
CCc1cccc2c(C(=O)CSc3nncn3-c3ccccc3OC)c[nH]c12	-0.7	-34	10	19	-1	2	5	-7	-1.0	-6
CN(CCCNC(=O)c1cccc(N2CCCC2=O)c1)c1ccccc1	.	22	10	0	3	-4	0	19	-1.1	18
COc1ccccc1NS(=O)(=O)c1ccc2c(c1)NC(=O)C(C)S2 (stereo unspecified)	0.5	27	-13	-2	-5	4	-2	3	i	-1
O=C(NC(=S)Nc1ccccc1N1CCCCC1)c1ccc(F)cc1	1.9	10	6	3	-9	2	-7	0	-0.5	9
NC(=O)CSc1nnc(NC(=O)C23CC4CC(CC(C4)C2)C3)s1	.	14	.	6	-2	.	-1	0	-4.3	2
COc1ccc(N2C(=O)CC(NCc3cccs3)C2=O)cc1 (stereo unspecified)	.	14	9	2	-1	7	-1	-4	5.6	-4
CCC1(Cc2ccccc2)C(=O)NC(=S)N(C)C1=O (stereo unspecified)	1.8	.	6	6	.	-9	.	-5	i	4
Cc1cc(NC(=O)c2ccc3c(c2)OCO3)ccc1NC(=O)c1ccccc1	1.3	15	6	-1	-4	-2	-4	-6	-0.6	0
COc1ccc2cc(C3(C)NC(=O)N(CC(=O)Nc4c(C)n(C)n(-c5ccccc5)c4=O)C3=O)ccc2c1 (stereo unspecified)	.	19	19	-1	-11	-7	2	-2	-0.5	13
CCCOc1ccc([N+](=O)[O-])cc1C1NC(=S)NC(c2ccccc2)=C1C(=O)OCC (stereo unspecified)	.	26	0	3	-1	0	-11	11	-2.8	7
Cc1ccc(CN2CCC[C@]3(N[C@H](c4ccc(C(F)(F)F)cc4)[C@@H]4C(=O)N(C)C(=O)[C@@H]43)C2=O)cc1	3.4	.	-4	7	.	12	.	.	-1.0	21
COc1nc(OCCNS(=O)(=O)c2ccc(C)cc2)nc(N(C)C)n1	1.5	16	-6	4	3	2	-4	0	-0.6	-2
Cc1cccc2cc(C(c3nnnn3C(C)(C)C)N3CCN(C(=O)c4ccco4)CC3)c(=O)[nH]c12 (stereo unspecified)	.	-1	12	7	0	-8	-1	-7	i	-1
Cc1ccc(C(=O)O)cc1-c1ccc(/C=C2\SC(=O)N(CC(=O)Nc3ccccc3)C2=O)o1	-0.6	79	2	-16	-18	1	4	-19	-0.1	-4
Cc1onc(-c2ccccc2)c1C(=O)N1CCC2(CC1)OCCO2	.	-12	8	1	0	3	5	2	-0.5	2
O=C(OCC(=O)N1CCOCC1)c1cc(-c2ccccc2)nc2ccccc12	4.9	.	-5	-36	-10	-1	.	-10	i	19
CCCN(CC(=O)Nc1ccccc1OC)C(=O)CC1CCCC1	0.4	.	3	6	-3	-7	.	-7	i	10
CSc1nsc(SC)c1NC(=O)OCC1CCCO1 (stereo unspecified)	.	30	0	-3	-10	-1	-8	-3	-0.2	6
CCOC(=O)Nc1ccc2c(c1)N(C(=O)N(C)C)c1ccccc1CC2	.	-8	-3	-6	-3	2	0	0	-0.4	14
COc1ccc(C(=O)CN(C(=O)c2ccc(Cl)cc2)N2C(=O)c3ccccc3C2=O)cc1	.	21	-1	0	-3	-8	0	6	-1.7	3
CCCNC(=O)OCc1cccnc1Sc1ccc(C)cc1	1.8	7	29	5	2	8	0	-22	i	13
O=c1c2cc(Cl)ccc2nc(-c2ccc(Cl)c(Cl)c2)n1O	1.7	15	-9	-6	4	2	1	-2	-0.4	-3
Cc1ccc(NS(=O)(=O)N2CCOCC2)cc1Cl	0.8	32	5	2	-10	2	-2	1	-0.2	6
CC(C)(C)C(=O)NC1CC2CCCC(C1)N2C(=O)Nc1cccc(Cl)c1 (stereo unspecified)	-0.3	-8	-10	10	-16	1	-4	-4	i	0
CC(C)COC(=O)NCC12C=CC(O1)C1C(=O)N(c3ccc(Cl)cc3)C(=O)C12 (stereo unspecified)	.	-9	-6	-10	-7	6	2	-4	-0.6	-7
Cn1c(NC(=O)C[n+]2cc(-c3ccc(F)cc3)n3c2CCC3)cc(=O)n(C)c1=O	.	2	3	6	2	0	-2	-14	0.0	-2
O=C(NCCCn1ccnc1)c1cccc(S(=O)(=O)Nc2ccc(F)cc2)c1	-0.3	.	-16	4	.	4	.	-7	i	-13

(further entries)
mol	TcdB GH inh	DUSP3 inh	CCHFV vOTU inh	MazF activator	Rv3671c protease	PrPC TRFRET	3CLpro inhibitor	SSB-PriA inh	Vc quorum ag	Y pestis TopoI
CCOc1ccc2nc3c(cc2c1)CN(CCOC)C(=NC)S3	.	4	2	-7	0	-10	-6	15	-0.2	-2
CCOC(=O)C1C(=O)N(C)C2(C)CC1c1ccccc1O2 (stereo unspecified)	.	2	-5	-2	-14	0	2	-11	-1.6	1
CSCCC(NC(N)=O)C(=O)N(C)CC(=O)Nc1cc(C)ccc1C (stereo unspecified)	.	19	-1	6	5	6	-8	-9	4.5	-9
COC(=O)CCCC1=CC2=CC(=O)C(C)(OC(=O)c3cccs3)C(=O)C2=CN1CCCCO (stereo unspecified)	-2.7	11	15	-1	-13	-2	.	0	-0.8	-10
CCC(Sc1nc(-c2ccccc2)c(C#N)c(=O)[nH]1)C(=O)Nc1cc(C)on1 (stereo unspecified)	.	13	-13	6	1	22	2	2	0.9	-4
CC(C)c1nc2oc3ccccc3c(=O)c2c(=O)n1-c1ccccc1	.	10	.	6	3	.	1	-10	-0.2	7
O=C(NC(=S)Nc1ccccc1OC(F)F)c1ccc2c(c1)OCO2	0.6	.	-1	-31	1	2	.	-5	-1.7	48
CCOc1ccccc1/C=N/n1c(C)nc2ccccc2c1=O	0.6	.	5	8	-3	-5	-2	.	i	3
Brc1cccc(/C=N/Nc2nn[nH]n2)c1	-1.2	9	1	5	4	-1	-8	.	-0.3	0
O=C(c1ccc(F)cc1)n1c(NCc2ccccc2)n[nH]c1=S	0.9	14	2	5	4	9	0	-3	-0.3	5
O=C(Nc1ccc(Cl)cc1)N1CCN(c2ncccn2)CC1	1.1	24	-4	10	-5	3	3	-11	-0.4	-11
Cc1ccc(-n2c([C@@H]3C[C@H]3c3ccccc3)n[nH]c2=S)cc1	0.4	-5	-7	1	-2	-1	2	10	-0.1	3
CC(Oc1ccc(Cl)cc1Cl)C(=O)/C=C/N(C)C (stereo unspecified)	.	20	7	3	-11	0	2	-12	i	15
N#Cc1c(NC(=O)COC(=O)c2ccc(O)cc2O)sc2c1CCC2	1.0	.	6	6	-33	-2	.	-17	2.6	-11
NC(=O)c1nn(-c2cccc(Cl)c2)c(=O)cc1O	.	16	7	8	5	49*	-1	-13	-0.2	18
CN1CCC(=NNC(=O)CN(c2ccc([N+](=O)[O-])cc2)S(=O)(=O)c2ccccc2)CC1	0.9	-4	14	11	-28	-10	2	4	i	-1

Screening results: PubChem, several laboratories

Only part of the results is shown; the hit share may differ from the screen's.
